D2 antagonist – D2 dopamine receptor (human) antagonism. 340,000 compounds, 2% hits. inhibition, % at 10 µM. P14416. HEK293 TREx D2 cells, calcium flux, dopamine EC80. AID 485344; in the data active = inhibition above about 30%; also: 0% is about no effect
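Read-out: kinetic calcium fluorescence (1 cycle/s) in inducible HEK293 T-REx D2 cells after an EC80 dopamine addition that followed 180 s compound preincubation. Loss of the dopamine response indicates antagonism.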
TRHR agonist – agonists of human TRH receptor. activation, % at 2 µM. 360,000 compounds, 0.18% hits. TRHR cells, calcium flux fluo-8, FDSS agonist mode. P34981. AID 493084; in the data active = activation above about 30%; also: 0% is about no effect
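TRHR-expressing cells loaded with fluo-8 calcium dye; 23 nL library compound pin-transferred, kinetic FDSS fluorescence (Ex 480/Em 530) recorded about 180 s for agonist-induced calcium release, before a 10 nM TRH EC20 addition for potentiator mode.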
rTrxR1 inhibitor – rat TrxR1 inhibition | recombinant rTrxR1, NADPH fluorescence consumption, selenite substrate | Potency, µM (top dose mostly 114 µM), for inactives: at the highest dose activity change, negative = inhibition, most hits filed as inhibitors | 390,000 compounds, 1% hits; also: potency is read from the fitted curve at half-maximal effect; % is scaled to controls: 0 for no effect and ±100 for the full control effect; nearly all actives have a fitted effect of over 65% in size
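Rat TrxR1 (90 nM in the dispensed reagent) was pre-reduced with 400 uM NADPH for 5 min at room temperature, then incubated with compound for 15 min. After 400 uM selenite was added, NADPH fluorescence (Ex 340/Em 450 nm) was followed for 8 min.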
USP1 inh – blocks the human USP1/UAF1 deubiquitinase complex. O94782. recombinant USP1/UAF1, Ub-Rhodamine cleavage fluorescence. Potency, µM (series often up to 57.1 µM), for inactives: at the top dose activity change, negative = inhibition, most hits filed as inhibitors. 390,000 compounds, 0.23% hits. AID 743255; also: potency is read from the fitted curve at half-maximal effect; % is scaled to controls: 0 for no effect and ±100 for the full control effect; nearly all actives have a fitted effect of over 60% in size; inactives centre near -12
Target sequence (O94782 whole entry, looked up): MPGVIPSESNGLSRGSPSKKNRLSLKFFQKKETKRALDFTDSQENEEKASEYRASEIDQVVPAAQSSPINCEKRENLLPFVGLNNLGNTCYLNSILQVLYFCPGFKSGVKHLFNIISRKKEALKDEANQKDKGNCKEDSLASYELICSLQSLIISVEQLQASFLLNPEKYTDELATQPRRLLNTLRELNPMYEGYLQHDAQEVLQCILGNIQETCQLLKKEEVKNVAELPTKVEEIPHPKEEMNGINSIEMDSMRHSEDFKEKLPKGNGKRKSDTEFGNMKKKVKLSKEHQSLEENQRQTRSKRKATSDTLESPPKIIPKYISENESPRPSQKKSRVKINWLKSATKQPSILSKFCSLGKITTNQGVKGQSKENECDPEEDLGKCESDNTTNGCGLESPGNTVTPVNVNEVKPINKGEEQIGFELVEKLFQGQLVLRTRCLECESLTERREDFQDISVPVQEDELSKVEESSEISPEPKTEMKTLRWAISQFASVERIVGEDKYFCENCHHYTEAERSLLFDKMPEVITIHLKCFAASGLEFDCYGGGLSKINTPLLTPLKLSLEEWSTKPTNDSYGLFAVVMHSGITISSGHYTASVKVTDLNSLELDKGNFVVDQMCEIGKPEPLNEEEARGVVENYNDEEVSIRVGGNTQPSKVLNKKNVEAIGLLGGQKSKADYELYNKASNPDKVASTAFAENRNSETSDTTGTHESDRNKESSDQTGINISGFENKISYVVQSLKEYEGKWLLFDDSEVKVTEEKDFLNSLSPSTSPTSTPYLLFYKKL
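Step one: compound is pinned into 1nM USP1/UAF1 in HEPES pH 7.8 buffer with TCEP. Step two: 15 min room-temperature incubation. Step three: Ub-Rho (150nM final) starts cleavage, tracked by fluorescence over six one-minute reads.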
PI4K2A block – PI4K2A (human) kinase inhibition; purified PI4K2A, ADP-Glo luminescence, 1 h; active compounds read low; activity change, negative = inhibition, % at 76.9 µM; 420,000 compounds, 0.13% hits; in the data active = activity change below about -50%; inconclusive = mostly about -30% to -49%;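 also: -100% = wells without enzyme as full effect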
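ADP-Glo luminescence measured ADP generated by PI4K2A enzyme (4 ug/mL before mixing) with 1.2 mM PI substrate (pre-mix) and 300 microM ATP (pre-mix). Tris pH7.5 buffer with MgCl2, Triton X-100; 1 h reaction at ambient temperature.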
TRHR enhancer – allosteric enhancers of human TRH receptor; AID 493056; 360,000 compounds, 0.66% hits; TRHR cells, fluo-8 calcium fluorescence, EC20 TRH enhancement; enhancement, % at 2 µM; in the data active = enhancement above about 30%; also: 0% is about no effect
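TRHR-expressing cells loaded with fluo-8 calcium dye were read kinetically (ex 480/em 530) during compound addition, then stimulated with an EC20 of TRH (10 nM final). Enhancement of the Gq-mediated intracellular calcium response was scored.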
TrxR1 substrate – is turned over as a substrate by rat TrxR1. Potency, µM (top dose mostly 114 µM), inactives show top-dose activity change, negative = substrate turnover. AID 588456. 390,000 compounds, 0.01% hits. O89049. purified TrxR1 substrate turnover, NADPH consumption readout; also: potency is read from the fitted curve at half-maximal effect; % is scaled to controls: 0 for no effect and ±100 for the full control effect; nearly all actives have a fitted effect of over 50% in size
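Rat TrxR1, dispensed at 90 nM, was prereduced with 400 uM NADPH (final) for 5 min at ~22 deg C, then incubated with compound 15 min before 400 uM selenite. A first-read NADPH fluorescence drop versus no-compound background flagged substrates.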
D2 agonist – activates the human D2 dopamine receptor; activation, % at 2 µM; 340,000 compounds, 0.53% hits; P14416; HEK293 T-REx D2 cells, calcium flux agonist mode;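 active = activation over 3 SD above normal in the single-dose calcium agonist read, cut at about 30% in these data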; also: 0% is about no effect
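Agonism scored from kinetic calcium signal (1 read/sec, 180 s) following compound pin transfer, after a 10 s baseline. Cells: HEK293 Trex line expressing inducible D2 receptor coupled to calcium, dye-loaded after overnight culture at 30 C.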
IDH1 R132H inh – inhibitors of human mutant IDH1 R132H; O75874; IDH1-R132H enzyme, NADPH consumption, diaphorase/resazurin fluorescence; Potency, µM (doses to about 76.6 µM), for inactives: at the highest dose activity change, negative = inhibition, hits mostly inhibitors; 390,000 compounds, 0.093% hits; AID 602179; also: potency is read from the fitted curve at half-maximal effect; % is scaled to controls: 0 for no effect and ±100 for the full control effect; nearly all actives have a fitted effect of over 65% in size
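IDH1-R132H (0.5 ug/mL dispensed) in pH 7.5 Tris buffer was preincubated 30 min with compound, then given a substrate mix of 0.016 mM NADPH and 2 mM alpha-KG for 80 min at room temperature; remaining NADPH was read by diaphorase/resazurin fluorescence.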
The depositor's hits bear a star; ? = inconclusive; nt = no result given; & = joins results of further samples; [ ] = remark or other dose. Unless noted, calls follow the shape of the dose curve; as a rule, active = well fitted inhibition curve with a large enough effect; inconclusive = small, poorly fitted or top-dose-only effect; inactive = no such curve, though single readings can be large or run the other way.

#	Structure	D2 antagonist	TRHR agonist	rTrxR1 inhibitor	USP1 inh	PI4K2A block
1	CC(=O)C(Sc1ccc2nnc(-c3ccncc3)n2n1)C(C)=O	-3	0.1	-13%	-20%	-9
2	COc1ccc(C(=O)NC2CC(C)(C)NC(C)(C)C2)cc1OC	-13	-0.4	18%[57.1 µM]	-2%	1
3	CC(=O)Oc1ccc2c(=O)oc(-c3ccc([N+](=O)[O-])cc3)nc2c1	-14	0.8	17%	-19%	2
4	CCCn1nnnc1SCC(=O)N1CCN(C(=O)c2ccco2)CC1	-1	-0.5	11%[57.1 µM]	-19%	4
5	COc1ccc(Cc2noc(CN3CCCC(OCc4ccccn4)C3)n2)cc1OC (stereo unspecified)	-10	0.5	14%[57.1 µM]	-18%	-1
6	Cn1c(SCC(=O)C(C)(C)C)nnc1-c1cccnc1	7	0.0	4%	5%	-3
7	Cc1ccc([C@@H]2CC=C(C(=O)O)[C@H](c3ccccc3)N2S(=O)(=O)c2ccccc2C)cc1	nt	nt	16%	-23%	6
8	Cc1nnc(SCC(=O)NC23CC4CC(CC(C4)C2)C3)s1	-3	-0.3	9%	-21%	-4
9	COc1ccc(OC)c(CCNC(=O)CCc2cn(Cc3cc(C)ccc3C)c3ccccc23)c1	nt	0.4	31%	-17%	-1
10	Cc1ccc(NNC(=O)c2cc(C)on2)c(C)c1	-8	0.6	11%[57.1 µM]	-17%	0

#	TRHR enhancer	TrxR1 substrate	D2 agonist	IDH1 R132H inh
1	5	-6%	0.0	1%
2	2	5%[57.1 µM]	1.1	?
3	7	1%	1.2	8%
4	2	9%[57.1 µM]	-1.1	1%
5	-5	11%[57.1 µM]	0.4	-2%
6	6	-1%	0.6	-6%
7	nt	-1%	nt	-2%
8	15	1%	-0.6	-4%
9	6	-1%	1.0	-11%
10	-1	11%[57.1 µM]	1.1	18%

Excerpt: compounds 6–10
#	Structure	D2 antagonist	TRHR agonist	rTrxR1 inhibitor	USP1 inh	PI4K2A block
6	Cn1c(SCC(=O)C(C)(C)C)nnc1-c1cccnc1	7	0.0	4%	5%	-3
7	Cc1ccc([C@@H]2CC=C(C(=O)O)[C@H](c3ccccc3)N2S(=O)(=O)c2ccccc2C)cc1	nt	nt	16%	-23%	6
8	Cc1nnc(SCC(=O)NC23CC4CC(CC(C4)C2)C3)s1	-3	-0.3	9%	-21%	-4
9	COc1ccc(OC)c(CCNC(=O)CCc2cn(Cc3cc(C)ccc3C)c3ccccc23)c1	nt	0.4	31%	-17%	-1
10	Cc1ccc(NNC(=O)c2cc(C)on2)c(C)c1	-8	0.6	11%[57.1 µM]	-17%	0

#	TRHR enhancer	TrxR1 substrate	D2 agonist	IDH1 R132H inh
6	6	-1%	0.6	-6%
7	nt	-1%	nt	-2%
8	15	1%	-0.6	-4%
9	6	-1%	1.0	-11%
10	-1	11%[57.1 µM]	1.1	18%

(further entries)
#	Structure	D2 antagonist	TRHR agonist	rTrxR1 inhibitor	USP1 inh	PI4K2A block
11	COc1cccc(-c2nnc(-c3ccc(C(F)(F)F)cc3)o2)c1	-1	0.4	16%	-24%	-7
12	C=CCNc1ccc(N2C(=O)C3CCC(C)CC3C2=O)cc1[N+](=O)[O-] (stereo unspecified)	-4	-0.7	nt	nt	nt
13	COc1cccc(CNc2nc(SC)ncc2CO)c1	7	-0.3	8%	-16%	1
14	O=C(NCCc1ccccc1)c1ccc(CSc2nc3cccnc3n2Cc2ccccc2)cc1	nt	0.8	13%	-39%	-5
15	C#CCOCCOCCOCCNc1nc(N2CCN(C(=O)[C@H](Cc3ccc(O)cc3)n3cc(C(N)CC(C)C)nn3)CC2)nc(N2CCN(C(=O)[C@H](CCC(=O)O)n3cc(C(N)[C@H](C)CC)nn3)CC2)n1 (stereo partly specified)	-8	-0.3	4%	18%	-8
16	NC(=O)CSc1nnnn1-c1ccc2c(c1)OCCO2	2	-0.1	13%	9%	4
17	CCOc1ccc(N2C(=O)CC(N3CCN(c4ccccc4OC)CC3)C2=O)cc1 (stereo unspecified)	4	-1.0	8%	-12%	-2
18	CC(C)(C)c1ccc(Cn2nnc3c(=O)[nH]c(C4CCN(C(=O)Cc5cccs5)CC4)nc32)cc1	-13	-0.3	20%	-24%	-2
19	COc1ccc(CCNC(=O)COc2cc(O)c3c(c2)OC(C)(C)CC3=O)cc1OC	15	0.2	2%	-20%	-2
20	CCOC(=O)CC(NC(=O)Cc1cccs1)c1ccccc1Cl (stereo unspecified)	-1	0.0	8%[57.1 µM]	-14%	2

#	TRHR enhancer	TrxR1 substrate	D2 agonist	IDH1 R132H inh
11	-6	12%	0.1	5%
12	-10	nt	-0.3	nt
13	-2	2%	-0.8	0%
14	-3	5%	0.0	-10%
15	4	-3%	-0.4	-3%
16	-7	2%	0.1	4%
17	-2	-4%	0.2	-6%
18	15	-4%	-0.2	-7%
19	-4	-1%	0.1	-9%
20	-2	11%[57.1 µM]	0.8	0%

(more compounds)
#	Structure	D2 antagonist	TRHR agonist	rTrxR1 inhibitor	USP1 inh	PI4K2A block
21	COc1ccccc1C(=O)NCCNC(=O)c1ccc(C)nc1	-5	-0.5	11%	?	5
22	Cc1sc2ncnc(N[C@@H](CCC(=O)O)C(=O)O)c2c1C	-6	1.1	-9%	-10%	8
23	Fc1ccc(Nc2c3c(nc4ccccc24)CCC3)cc1	9	-0.4&-0.4	21%[11.4 µM]	?	5&-6
24	CC1=C(C)CC(C(=O)Nc2ccc3c(c2)OCO3)C(C(=O)O)C1 (stereo unspecified)	3	-0.3	19%	-19%	-4
25	Cc1cccc(NC(=O)c2ccc(C)c(S(=O)(=O)N3CCOCC3)c2)n1	nt	nt	4%	-16%	4
26	O=C(NNS(=O)(=O)c1ccccc1)c1cnn(-c2ccc(Cl)cc2)c1C(F)(F)F	-9	-0.1	30%	-13%	-4
27	CCN(CC(=O)Nc1cccc(Br)c1)Cc1nc2ccccc2c(=O)[nH]1	10	-0.3	-1%[57.1 µM]	-4%	-2
28	COC(=O)c1ccc(C(=O)OC)c(NC(=S)N2CCN(c3ccc(F)cc3)CC2)c1	nt	-1.1	22%	-6%	0
29	CC(C)[C@H](N)C(=O)NC[C@H]1O[C@@H](n2cnc3c(N)ncnc32)[C@H](O)[C@@H]1O	nt	nt	7%	-20%	-14
30	CC1(C)Cc2cccc(OCC(=O)Nc3ccc(S(N)(=O)=O)cc3)c2O1	-5	-0.3	7%	-15%	5

#	TRHR enhancer	TrxR1 substrate	D2 agonist	IDH1 R132H inh
21	-2	-1%	0.4	0%
22	-2	-3%	0.2	-1%
23	2&-4	5%[11.4 µM]	2.2&0.4	6%&-11%
24	0	9%	0.6	4%
25	nt	-3%	nt	3%
26	1	2%	0.0	-9%
27	-4	16%[57.1 µM]	-0.4	2%
28	-3	7%	nt	2%
29	nt	-1%	nt	-2%
30	-5	8%[57.1 µM]	-0.4	-15%

Next section.
#	Structure	D2 antagonist	TRHR agonist	rTrxR1 inhibitor	USP1 inh	PI4K2A block
31	CCc1ccc(C(=O)NNC(=O)CN2C(=O)NC(CC)(c3ccccc3)C2=O)cc1 (stereo unspecified)	14	-0.1	10%[57.1 µM]	-8%	-4
32	CN(C)S(=O)(=O)c1ccc(C(=O)OCn2nnc3ccccc3c2=O)cc1	-6	0.3	5%[57.1 µM]	-13%	-1
33	Cc1ccc(-n2ncc3c(=O)n(CC(=O)N4CCCc5ccccc54)cnc32)cc1C	9	-0.4	16%	-24%	-3
34	COc1ccc(S(=O)(=O)N(C)c2ccc(C(=O)NCc3ccccn3)cc2)cc1OC	0	0.0	-14%	1%	6
35	CCn1c(=O)ccc2cc([N+](=O)[O-])ccc21	7	0.3	-5%[57.1 µM]	-5%	-10
36	CCN(Cc1ccncc1)C(=O)c1cc(COc2ccc(F)cc2F)on1	7	-0.3	24%[57.1 µM]	-1%	-4
37	Cc1ccc(C)c(-c2nnc(NC(=O)Cc3ccc(F)cc3)o2)c1	11	-0.3	-7%	-13%	-1
38	CCOc1ccccc1NC(=O)Nc1ccc2c(c1)CCC2	nt	-0.5	5%	-19%	-1
39	Cc1ccc(Cn2c(SCC(=O)NCc3ccccc3)nc3ccsc3c2=O)cc1	nt	-0.1	15%[57.1 µM]	9%	-4
40	CCOc1ccccc1N(C)C(=O)Cn1nc(Cc2cccnc2)c2ccccc2c1=O	nt	0.1	9%	-5%	-6

#	TRHR enhancer	TrxR1 substrate	D2 agonist	IDH1 R132H inh
31	-9	3%[57.1 µM]	-1.2	-5%
32	-1	5%[57.1 µM]	1.9	5%
33	1	11%	-0.1	1%
34	7	-15%	0.7	7%
35	17	2%[57.1 µM]	0.6	4%
36	0	8%[57.1 µM]	-0.7	-16%
37	-3	-3%	0.1	-6%
38	3	-3%	nt	-2%
39	-4	5%[57.1 µM]	1.0	-13%
40	-11	3%	-1.0	-12%

The list continues:
#	Structure	D2 antagonist	TRHR agonist	rTrxR1 inhibitor	USP1 inh	PI4K2A block
41	Cc1cc(Cl)cc(Cl)c1CNc1c([N+](=O)[O-])c(=O)oc2ccccc12	11	0.2	-9%	-12%	-2
42	O=C1c2[nH]nc(-c3ccccc3O)c2C(c2ccc(Cl)cc2)N1CCc1ccccc1 (stereo unspecified)	nt	0.6	15%	-12%	-3
43	CCOc1cccc(C(=O)Nc2ccc3c(c2)OCCO3)c1	7	-1.5	-11%	-8%	-13
44	CCOC(=O)Cc1csc(NC(=O)c2sc3nc4ccc(C)cc4cc3c2N)n1	nt	nt	-11%	-6%	-2
45	Cc1ccc(C)c(NS(=O)(=O)c2cc(C(=O)NCc3ccncc3)ccc2C)c1	-21	-0.4	-5%	-6%	3

#	TRHR enhancer	TrxR1 substrate	D2 agonist	IDH1 R132H inh
41	-2	-7%	-1.1	4%
42	2	2%	2.1	-17%
43	-6	-9%	-0.9	13%
44	nt	-7%	nt	-5%
45	-3	-2%	0.3	6%

Assay outcomes from PubChem.
